From PubChem BioAssay
RORgamma inh – qHTS for inhibitors of ROR gamma transcriptional activity | Nuclear receptor ROR-gamma (Mus musculus), P51450 | Drosophila S2 Gal4-RORgamma UAS-luciferase reporter, 20 h | Potency, µM (titrated, usually from 53.6 µM), for inactives: at the highest dose activity change, negative = inhibition, hits mostly inhibitors | 310,000 compounds, 5.4% hits; also: potency is read from the fitted curve at half-maximal effect; % is scaled to controls: 0 for no effect and ±100 for the full control effect; nearly all actives have a fitted effect of over 60% in size
Target sequence (P51450 whole entry, looked up, the tested form may be a part): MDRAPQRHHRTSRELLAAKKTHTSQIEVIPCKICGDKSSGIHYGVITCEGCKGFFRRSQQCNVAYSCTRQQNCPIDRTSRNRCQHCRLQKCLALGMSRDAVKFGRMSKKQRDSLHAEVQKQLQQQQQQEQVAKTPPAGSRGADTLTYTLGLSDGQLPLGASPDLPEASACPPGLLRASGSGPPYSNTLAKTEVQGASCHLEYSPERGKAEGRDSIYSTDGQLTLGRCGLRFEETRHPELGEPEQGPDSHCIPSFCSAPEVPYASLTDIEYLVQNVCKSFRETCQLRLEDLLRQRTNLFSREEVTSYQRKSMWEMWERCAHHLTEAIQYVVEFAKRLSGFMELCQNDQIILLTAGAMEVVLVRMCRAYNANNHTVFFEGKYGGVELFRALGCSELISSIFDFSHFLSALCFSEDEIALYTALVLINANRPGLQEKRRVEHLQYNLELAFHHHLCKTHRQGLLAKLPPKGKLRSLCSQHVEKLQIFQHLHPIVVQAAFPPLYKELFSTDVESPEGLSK
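Luminescence from a UAS-regulated Photinus luciferase reporter in stably transfected Drosophila Schneider cells is measured; decreased signal marks ROR gamma inhibition. Fusion expression is induced by 700 uM copper sulfate for 20 hr.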
NPC1 promoter act – qHTS Assay for NPC1 Promoter Activators | Huh7 NPC1 promoter luciferase reporter, 24 h | AID 485313, 2010 | Potency, µM (top dose mostly 9.22 µM), for inactives: at the highest dose activation, most hits filed as activators | 320,000 compounds, 2.4% hits;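 also: potency is read from the fitted curve at half-maximal effect; % of control where 0% means no effect; nearly all actives have a fitted effect of over 60% in size; reporter is driven by a mutant NPC1 promoter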
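Luminescence read-out of NPC1 promoter-driven luciferase in stably transfected Huh7 cells; compounds delivered in DMSO and left 24 h at 37C, 5% CO2, qHTS titration format.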
Giardia killer – Small Molecules that selectively kill Giardia lamblia: qHTS. activity change, % at 7.66 µM, hits read low. 340,000 compounds, 0.15% hits. Giardia lamblia trophozoite viability; in the data active = activity change below about -80%; inconclusive = between about -30% and that limit;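 also: parasites exposed to compound for two days anaerobically before the ATP read; % is scaled to controls: 0 for no effect and ±100 for the full control effect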
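Luminescent ATP signal served as the viability read-out, measured 15-30 min after adding ATP detection reagent to trophozoites that had been incubated with compounds for 48 hrs at 37 deg C anaerobically at 100 cells/well.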
uPA generation – qHTS for Inhibitors of Cell Surface uPA Generation; cell surface uPA generation assay, qHTS; Potency, µM (series often up to 38.3 µM), without a hit: top-dose activity change, negative = inhibition, usual class: inhibitors; 330,000 compounds, 0.31% hits; active = well fitted inhibition curve with a large enough effect; inconclusive = small, poorly fitted or top-dose-only effect; inactive = no such curve, though single readings can be large or run the other way; tested in mouse RAW 264.7 cells; also: potency is read from the fitted curve at half-maximal effect; % is scaled to controls: 0 for no effect and ±100 for the full control effect; nearly all actives have a fitted effect of over 55% in size
ELG1 genotox – qHTS screen for small molecules that induce genotoxicity in human embryonic kidney (HEK293T) cells expressing luciferase-tagged ELG1; 330,000 compounds, 1.3% hits; Potency, µM (series often up to 46 µM), without a hit: at the highest dose activity change, positive = activation, hits mostly activators; AID 504466, 2011; HEK293T ELG1-luciferase reporter, luminescence, 16 h; also: potency is read from the fitted curve at half-maximal effect; % of control where 0% means no effect; nearly all actives have a fitted effect of over 60% in size
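HEK293T cells expressing luciferase-tagged ELG1 were treated with compound or DMSO for 16 hr at 37°C. Luciferase activity was then read after 30 min with ONE-Glo at room temperature; rising signal flags genetic stress.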
Tb PFK inh – qHTS Assay to Find Inhibitors of T. brucei phosphofructokinase. ATP-dependent 6-phosphofructokinase (Trypanosoma brucei brucei), O15648. 330,000 compounds, 0.17% hits. Potency, µM (series often up to 57.5 µM), inactives show at the top dose activity, negative = inhibition, hits mostly inhibitors. T. brucei PFK, ADP-Glo luminescence;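 also: potency is read from the fitted curve at half-maximal effect; 0% = uninhibited 1x PFK enzyme wells and -100% = no-enzyme wells; nearly all actives have a fitted effect of over 60% in size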
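Compounds were pin-transferred as a titration series up to 57 uM into substrate buffer (0.5 mM F6P, 0.1 mM ATP, pH 8.0), then 1.25 nM PFK was added and reactions ran 45 min before ADP-Glo detection.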
KCNH2 3.1 block – qHTS for Inhibitors of KCHN2 3.1: Mutant qHTS | 340,000 compounds, 0.95% hits | Potassium voltage-gated channel subfamily H member 2, brain isoform KCNH2 3.1 (human) | activity change, % (tested at about 1.8 µM) | U2OS KCNH2 3.1, thallium flux FluxOr; active compounds read low;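 active = maximum activity change below -70%; inconclusive = maximum activity change from -70% to -50%; inactive = maximum activity change above -50%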;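 also: thallium influx rate constant from kinetic fluorescence after stimulation buffer; % is scaled to controls: 0 for no effect and ±100 for the full control effect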
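FluxOr-based Tl+ influx in U2OS cells transduced with KCNH2 3.1 virus; rate constants normalized to DMSO controls.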
Gal4-VP16 FLuc – VP16 counterscreen qHTS for inhibitors of ROR gamma transcriptional activity | Drosophila S2 Gal4-VP16 UAS-luciferase, luminescence, 20 h | Potency, µM (series often up to 53.6 µM), for inactives: at the highest dose activity, negative = inhibition, usual class: inhibitors | 310,000 compounds, 3.5% hits;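 also: Gal4-VP16 expression switched on by copper sulfate through the metallothionein promoter; potency is read from the fitted curve at half-maximal effect; % is scaled to controls: 0 for no effect and ±100 for the full control effect; nearly all actives have a fitted effect of over 50% in size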
Coupling enz – qHTS Assay for Inhibitors of Fructose-1,6-bisphosphate Aldolase from Giardia Lamblia: Coupling assay counterscreen. AID 2472, 2010. activity change, negative = inhibition, % at 58.2 µM, hits read low. 290,000 compounds, 0.67% hits. coupling enzyme system counterscreen, AmpLite Red fluorescence; in the data active = activity change below about -30%; also: % is scaled to controls: 0 for no effect and ±100 for the full control effect
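Coupling enzymes only (glyceraldehyde-3-phosphate) + compound, at 57.5 uM final, 10 min RT; add substrate/coupling/AmpLite Red mix, 20 min RT; fluorescence ex 525/em 598 nm. Actives flag coupling-system interference.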
FLuc counter – qHTS profiling assay for firefly luciferase inhibitor/activator using purifed enzyme and Km concentrations of substrates (counterscreen for miR-21 project). purified FLuc, Km substrates, luminescence inhibition. Potency, µM (highest dose often 57.5 µM), without a hit: at the highest dose activity change, negative = inhibition, usual class: inhibitors. 360,000 compounds, 6.9% hits. AID 588342, 2011;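 also: potency is read from the fitted curve at half-maximal effect; plate controls were vehicle for no effect and reference inhibitor for full effect; nearly all actives have a fitted effect of over 55% in size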
Target sequence (P08659 whole entry, looked up): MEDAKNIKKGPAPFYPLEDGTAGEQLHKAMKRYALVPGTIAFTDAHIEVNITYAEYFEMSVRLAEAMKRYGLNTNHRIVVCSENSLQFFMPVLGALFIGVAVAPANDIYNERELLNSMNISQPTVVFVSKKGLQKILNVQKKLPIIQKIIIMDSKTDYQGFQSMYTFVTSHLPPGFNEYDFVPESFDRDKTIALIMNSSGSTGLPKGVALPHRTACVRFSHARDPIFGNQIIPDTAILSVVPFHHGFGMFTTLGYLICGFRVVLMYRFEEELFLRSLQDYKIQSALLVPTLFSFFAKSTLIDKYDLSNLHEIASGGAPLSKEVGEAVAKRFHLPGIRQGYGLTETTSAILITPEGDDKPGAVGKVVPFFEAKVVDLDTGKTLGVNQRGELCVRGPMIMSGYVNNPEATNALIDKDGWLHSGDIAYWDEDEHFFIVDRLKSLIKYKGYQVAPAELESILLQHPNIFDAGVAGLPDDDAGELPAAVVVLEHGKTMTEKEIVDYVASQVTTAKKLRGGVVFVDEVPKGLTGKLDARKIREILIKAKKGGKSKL
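Biochemical qHTS of compounds, final roughly 60 µM downward over six points, against 10 nM purified firefly luciferase using Km concentrations of substrates (10 uM D-luciferin, 10 uM ATP) in Tris acetate pH 7.5 buffer; luminescence output.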
Rab9 promoter act – qHTS Assay for Rab9 Promoter Activators | Huh7 Rab9 promoter-luciferase reporter, luminescence, 24 h | Potency, µM (series often up to 9.22 µM), for the others: at the top dose activation, negative = inhibition, most hits filed as activators | 320,000 compounds, 2.8% hits | AID 485297, 2010; also: potency is read from the fitted curve at half-maximal effect; % of control where 0% means no effect; nearly all actives have a fitted effect of over 60% in size
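Cells were plated at 1500 per well in reduced-serum medium with 10% FBS and left 2 h. Compound in DMSO was then added for 24 h at 37 °C. Reporter signal was read by luminescence after 10 min with luciferase detection reagent.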
An asterisk follows results filed as active; ? = inconclusive; . = not tested or not shown; [ ] = dose if it differs, or a comment. Unless noted, calls follow the shape of the dose curve; as a rule, active = well fitted curve in the direction sought with a large enough effect; inconclusive = small, poorly fitted or top-dose-only effect, or another doubt; inactive = no such curve, though single readings can be large; an effect the other way counts as inactive or inconclusive.

SMILES	RORgamma inh	NPC1 promoter act	Giardia killer	uPA generation	ELG1 genotox	Tb PFK inh	KCNH2 3.1 block	Gal4-VP16 FLuc	Coupling enz	FLuc counter	Rab9 promoter act
O=C(O)/C(=C/c1ccco1)NC(=O)c1ccccc1	-21%	-5%	-3	-3%	0%	13%	1	8%	0	0%	3%
CC1(C)NC(=O)N(CCOCCOc2ccccc2)C1=O	-17%	-3%	-2	0%	-4%	5%	3	4%	3	6%	1%
O=C(Nc1nc(-c2ccccc2)c(C(=O)c2ccccc2)s1)c1ccc(S(=O)(=O)N2CCCC2)cc1	?	-4%	-16	2%	-6%	-1%	6	7%	7	5%	1%
COc1ccc(NC(=O)CSc2nnc(C)n2Cc2ccccc2)cc1	5%	3%	-3	0%	-2%	-2%	9	-17%	3	-11%	-8%
COc1ccccc1C(=O)COC(=O)CCN=C1NS(=O)(=O)c2ccccc21	.	-2%	-1	1%	4%	-1%	-13	.	.	2%	-5%
CCNc1c([N+](=O)[O-])ncn1C	3%	-1%	11	2%	2%	8%	10	1%	4	3%	0%
Cc1cc[n+](CC(=O)c2ccc(NC(=O)c3ccccc3)cc2)c2ccccc12	?	0%	-24	-6%	-15%	7%	16	0%	1	-3%	-4%
CCOC(=O)NN1C(=O)c2ccccc2NC1c1ccccc1F (stereo not given)	21%	-2%	13	3%	-7%	1%	7	-1%	3	-3%	-12%
O=C1CCCc2c1cc(C(=O)NC1CCSC1=O)c(=O)n2-c1ccccc1 (stereo not given)	3%	6%	-8	13%	4%	-6%	-4	-6%	-38*	0%	15%
COc1cc(CNc2ccc3[nH]c(=O)[nH]c3c2)ccc1OCc1cccc(C)c1	-36%	-5%	-9	-12%	2%	-15%	-6	-22%	0	-9%	1%

Profiles as entered above. Screens in order: RORgamma inh, NPC1 promoter act, Giardia killer, uPA generation, ELG1 genotox, Tb PFK inh, KCNH2 3.1 block, Gal4-VP16 FLuc, Coupling enz, FLuc counter, Rab9 promoter act
O=C(Nc1nc(-c2ccccc2)c(C(=O)c2ccccc2)s1)c1ccc(S(=O)(=O)N2CCCC2)cc1 as listed: ?, -4%, -16, 2%, -6%, -1%, 6, 7%, 7, 5%, 1%
O=C(O)/C(=C/c1ccco1)NC(=O)c1ccccc1 as listed: -21%, -5%, -3, -3%, 0%, 13%, 1, 8%, 0, 0%, 3%

(more compounds)
SMILES	RORgamma inh	NPC1 promoter act	Giardia killer	uPA generation	ELG1 genotox	Tb PFK inh	KCNH2 3.1 block	Gal4-VP16 FLuc	Coupling enz	FLuc counter	Rab9 promoter act
CC(=O)Nc1ccc2nc3ccccc3nc2c1	-22%	2.8µM*	5	?	21µM*	0%	-2	-13%	-33*	19µM*	4µM*
CCOC(=O)c1c(C)c(C(=O)NCc2ccco2)c(C)n1C	20%	-5%	-17	-2%	4%	-2%	24	-20%	-1	1%	-1%
CCOc1ccc(C(=O)O)cc1OC	-13%	-4%	4	5%	2%	-1%	8	-8%	0	9%	0%
Cn1c(SCC(=O)NCc2cccs2)nnc1-c1ccc(O)cc1	6%	-2%	-3	-3%	4%	-4%	-3	5%	0	6%	-2%
CSc1nc(-c2ccccc2)nc(C(C)C)n1	.	-5%	-29	26%	0%	-6%	5	.	.	-2%	-3%
O=C(Nc1ccc(F)cc1F)c1sccc1SCc1cccc(C(F)(F)F)c1	-5%	1%	9	5%	-4%	0%	-14	-7%	2	2%	-4%
Nc1nnc(SCC(=O)OCC(=O)Nc2ccccc2)s1	-29%	-8%	3	13%	3%	0%	-22	4%	0	-15%	0%
Cc1cc2[nH]c(=O)c(=O)[nH]c2cc1S(=O)(=O)Nc1cccc(C)c1C	1%	-2%	-8	-14%	-1%[9.26 µM]	1%	17	0%	1	2%	0%
O=C1N(Cc2cccnc2)C[C@@H]2C[C@@H](c3ccccc3C#Cc3ccccc3)N3CCC[C@@]123	7%	-7%	-6	11%	1%	1%	-34	-6%	0	4%	5%
Cc1ccc(C)c(-c2cc(C(=O)N/N=C/c3cccnc3)c3ccccc3n2)c1	31%	-7%	?	-6%	-7%	2%	6	-7%	.	?	1%
COc1ccccc1CCC(=O)Nc1ccc(OC)c(S(=O)(=O)N2CCCCC2)c1	.	2%	-3	?	-5%	-3%	-9	.	.	4%	-2%
CCOC(=O)c1cc2sc(C)cc2n1CC(=O)NCCc1ccccc1	-36%	-4%	6	-4%	?	3%	7	1%	-1	6%	-1%
Cn1nnnc1SC(C(=O)Nc1cccc(C(F)(F)F)c1)c1ccccc1 (stereo not given)	-11%	0%	10	-7%	1%	1%	5	-14%	2	1%	-6%
O=C(COc1ccccc1F)NC1CCN(Cc2ccccc2)CC1	4%	2%	1	.	-2%	-3%	-1	2%	3	4%	-1%
Cc1ccc(F)c(NC(=O)c2cncn2-c2ccccc2)c1	-5%	-3%	-5	-1%	0%	5%	-5	2%	1	-1%	-4%
O=C(NNS(=O)(=O)c1cccc(Cl)c1)c1cc(-c2ccc(F)cc2)nc2ccccc12	5%	-2%	-1	-1%	-3%	2%	0	-4%	12	19µM*	-6%
COc1ccc(CNC(=O)c2csc3c2CCCC3)cc1	.	9%	-21	1%	0%	1%	-7	.	.	?	2%
COC(=O)c1[nH]c2ccc(F)cc2c1NC(=O)CCN1CCN(Cc2ccc3c(c2)OCO3)CC1	0%[10 µM]	8%	13	-6%	-4%	1%	-16	-2%	-1	0%	2%
O=c1c2c(nc3nc(NCc4ccccc4Cl)[nH]n13)CCC2	-16%	0%	.	.	0%	2%	.	-3%	-2	?	8%
CCc1sc(C(=O)NCc2ccco2)cc1C	?	1%	-1	-1%	5%	-2%	5	24%	0	?	10%

3 entries already listed, arranged by length of the SMILES, largest number first:
SMILES	RORgamma inh	NPC1 promoter act	Giardia killer	uPA generation	ELG1 genotox	Tb PFK inh	KCNH2 3.1 block	Gal4-VP16 FLuc	Coupling enz	FLuc counter	Rab9 promoter act
CCOC(=O)c1cc2sc(C)cc2n1CC(=O)NCCc1ccccc1	-36%	-4%	6	-4%	?	3%	7	1%	-1	6%	-1%
O=C(COc1ccccc1F)NC1CCN(Cc2ccccc2)CC1	4%	2%	1	.	-2%	-3%	-1	2%	3	4%	-1%
COc1ccc(CNC(=O)c2csc3c2CCCC3)cc1	.	9%	-21	1%	0%	1%	-7	.	.	?	2%

More entries.
SMILES	RORgamma inh	NPC1 promoter act	Giardia killer	uPA generation	ELG1 genotox	Tb PFK inh	KCNH2 3.1 block	Gal4-VP16 FLuc	Coupling enz	FLuc counter	Rab9 promoter act
COc1cc(NC(=O)COc2ccc3c(C)cc(=O)oc3c2C)cc(OC)c1OC	6%	-2%	-1	2%	2%	3%	5	4%	2	-1%	6%
O=S(=O)(CC(CN1CCCCC1)N1CCCCC1)c1ccccc1 (stereo not given)	-23%	-6%	6	8.9µM*	6%	-7%	-12	-2%	0	0%	-11%
CC(C)/C=N/Nc1nc2c(c(=O)n(C)c(=O)n2C)n1C	-18%	5%	6	-2%	-1%	-7%	-6	-1%	5	-11%	-5%
C/C(=N\NC(=O)c1nn(C)cc1Br)c1ccncc1	-13%	9%	1	4%	-2%	-2%	18	-13%	3	-23%	17%
Oc1ccc(Cl)cc1CNc1nccs1	-43%	11%	-12	-9%	0%	?	4	-15%	-1	-13%	5%
Cc1c(NC(=S)NC(=O)C2CCCCC2)c(=O)n(-c2ccccc2)n1C	19%	0%	2	7%	-1%	-2%	0	?	1	-2%	-4%
COc1ccc(NC(=S)N/C(=N/S(=O)(=O)c2ccc(C)cc2)c2ccccc2)cc1	-89%	-1%	0	-14%	12%	-1%	1	-26%	2	?	10%
CCN(CC)c1ccc(S(=O)(=O)Nc2cc(Cl)ccc2Cl)cc1NC(=S)NC(=O)C1CCCC1	5µM*	0%	4	2%	-7%	0%	-4	22µM*	-2	3%	-3%
CCC(CC)NC(=O)Cn1c(C(C)NC(C)=O)nc2ccccc21 (stereo not given)	-23%	-4%	7	-2%	0%	-1%	0	-3%	2	-1%	-1%
COc1ccc(OC)c(C(c2c(C)[nH][nH]c2=O)c2c(C)[nH][nH]c2=O)c1	-13%	1%	25	-5%	-3%	-11%	11	-11%	-8	0%	-2%[1.84 µM]
